# aDG glyco act = increases alpha dystroglycan glycosylation | 360,000 compounds, 0.22% hits | Pro5-aDG cells, alpha-DG glycosylation AlphaScreen (IIH6); 0% Pro5, 100% B10-LARGE cell signal | activation, % at 10 µM;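 active = activation of at least 8% versus controls, or a plate z-score of at least 8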;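 note: Pro5 are CHO cells carrying HIG-tagged alpha-DG that lacks glycosylation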
# Exocytosis inh = blocks lytic granule exocytosis; TALL-104 LAMP-1 surface exposure, flow cytometry; cells stimulated with thapsigargin and PMA; inhibition, % at 10 µM; 360,000 compounds, 0.66% hits;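 active = inhibition above about 55%, limit read from the data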
# N-glyco inh = N-linked glycosylation inhibition; D54 ERlucT glycosylation luciferase reporter, 24 h; percent of 100 nM tunicamycin response; reporter increase, % at 12.5 µM; 360,000 compounds, 0.23% hits;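 active = mean luciferase reporter signal, scaled so untreated is 0 and the glycosylation-blocking control 100, at or above a set limit in every replicate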;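 note: luciferase carries N-glycosylation sites so blocking glycosylation raises the light; 0% = median of neutral control wells and 100% = median of 100 nM tunicamycin wells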
# ABCB6 inh MLPCN = blocks the human ABCB6 transporter. K562-ABCB6 porphyrin accumulation, flow cytometry, 1 h; active compounds read low. 360,000 compounds, 0.19% hits. Q9NP58. fluorescence ratio to DMSO, % at 10 µM;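 active = fluorescence ratio to DMSO below 75%, the collection mean minus 3 SD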;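 note: signal is porphyrin accumulated inside mitochondria; 100% equals median channel fluorescence of DMSO control wells; lower ratio means ABCB6 inhibition with less porphyrin fluorescence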
# Target sequence (Q9NP58 whole entry, looked up): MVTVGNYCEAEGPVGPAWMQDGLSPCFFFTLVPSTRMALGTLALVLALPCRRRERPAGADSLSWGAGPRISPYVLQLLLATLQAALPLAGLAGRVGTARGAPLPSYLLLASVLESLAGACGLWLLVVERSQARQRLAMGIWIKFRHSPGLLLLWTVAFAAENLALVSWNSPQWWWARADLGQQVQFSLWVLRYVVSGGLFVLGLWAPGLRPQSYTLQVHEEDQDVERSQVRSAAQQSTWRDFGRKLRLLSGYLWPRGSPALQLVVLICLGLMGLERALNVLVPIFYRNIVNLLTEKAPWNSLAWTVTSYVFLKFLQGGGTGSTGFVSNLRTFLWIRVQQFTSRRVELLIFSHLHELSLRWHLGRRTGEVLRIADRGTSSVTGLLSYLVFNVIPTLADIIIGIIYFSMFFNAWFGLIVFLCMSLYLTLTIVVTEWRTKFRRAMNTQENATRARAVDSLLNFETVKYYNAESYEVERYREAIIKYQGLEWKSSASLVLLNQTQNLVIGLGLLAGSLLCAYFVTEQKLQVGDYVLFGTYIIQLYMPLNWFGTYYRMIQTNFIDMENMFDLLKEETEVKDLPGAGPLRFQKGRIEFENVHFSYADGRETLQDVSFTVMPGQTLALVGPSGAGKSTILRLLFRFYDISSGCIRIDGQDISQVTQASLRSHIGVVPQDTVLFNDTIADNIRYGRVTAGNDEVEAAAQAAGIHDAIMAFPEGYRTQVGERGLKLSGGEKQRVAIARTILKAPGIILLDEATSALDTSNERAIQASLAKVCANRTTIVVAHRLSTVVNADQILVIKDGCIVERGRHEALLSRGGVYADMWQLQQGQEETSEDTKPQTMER
# PDI inh = PDI (human) enzyme inhibition; P07237; PDI insulin aggregation turbidity, A650, 90 min; inhibition, % at 10 µM; 350,000 compounds, 0.052% hits;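 active = mean inhibition across replicates of 30% or more, whatever share of single replicates reach that level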;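 note: absorbance from insulin aggregation driven by PDI reduction with DTT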
# CaV13 FRET inh = Disruptors of the CACNA1D IQ motif to Ca2+-dependent inactivation inhibitor domain association, primary screening, Förster resonance energy transfer in intact living …; 340,000 compounds, 0.098% hits; inhibition, % at 12.3 µM; HEK cells, CFP/YFP FRET ICDI-IQ, plate reader, 10 min; percent FRET-ratio fall versus neutral wells;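 active = mean replicate inhibition of at least 30% and at least 1% of replicates passing that level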;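 note: 0% = median of the neutral control wells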
# Vif inh = blocks HIV Vif function. HEK293T cells, Vif self-association by quenched fluorescence, imaging, 24 h. inhibition, % at 7.49 µM. 340,000 compounds, 0.35% hits; in the data active = inhibition above about 50%, passing the limit was not always enough; note: some results filed as inactive read as strong as hits
# hiPSC survival = increases survival of single human iPS cells. 360,000 compounds, 0.044% hits. survival enhancement, % at 20 µM. hiPSC single-cell survival, ATPlite luminescence; 100% = ROCK inhibitor wells, 0% = DMSO; in the data active = survival enhancement above about 18%;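 note: cells exposed to compounds for 16 hours before the ATP read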
# m5-HT2A agonist = mouse HTR2A agonism via beta-arrestin recruitment; 360,000 compounds, 0.66% hits; CHO-K1 mHTR2A beta-arrestin complementation, luminescence; percent of 30 µM serotonin response; activation, % at 7.6 µM; AID 624169;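 active = activation above a run cutoff, the mean activation of all tested compounds plus 3 SD, cut at about 14% in these data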;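 note: 0% = plate median of compound wells and 100% = 30 µM serotonin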
# Cardio protect = myocardial damage modulation in H9c2 cells | H9c2 cardiomyocytes, H2O2 injury protection, ATPLite, 2 h | protection from H2O2 cell death, % at 20 µM | 360,000 compounds, 0.63% hits;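 active = compounds giving at least 50% protection of heart cells from peroxide-induced death in the single-dose screen, raw or plate-pattern-corrected value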;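 note: 0% = DMSO wells with peroxide and 100% = DMSO wells without peroxide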
# Starred values were filed as active, the others as inactive; nt = no result given.
# Below each compound – Cardio protect	N-glyco inh	PDI inh	m5-HT2A agonist	Vif inh	CaV13 FRET inh	hiPSC survival	Exocytosis inh	ABCB6 inh MLPCN	aDG glyco act
> O=C(CSCc1ccc(Cl)cc1)Nc1ccc(O)cc1C(=O)O
→ 2.4	2.8	-4.9	5.7	3.0	-19.4	0.1	-2.2	96.0	-0.1
> CCC1(CC)NC(=O)N(CC(=O)OCC(=O)Nc2ccccc2OC(F)F)C1=O
→ 2.7	0.1	-6.9	2.7	-3.1	-3.5	2.2	1.3	97.0	-0.2
> CCSc1ccc(-c2nn(-c3ccccc3)cc2/C=C(/C#N)C(=O)NCCCOC)cc1
→ 3.8	-5.2	6.8	-2.0	-5.8	-3.4	-0.6	3.1	101.0	0.0
> Cc1c(NC(=S)NC(=O)c2cccc([N+](=O)[O-])c2)c(=O)n(-c2ccccc2)n1C
→ -2.5	-1.8	-3.0	-8.7	-5.5	-3.0	-0.2	-1.0	90.0	-0.1
> CC(C)OCCCNC(=O)c1ccc(C2SCC(=O)N2Cc2ccco2)cc1 (stereo unspecified)
→ 5.9	-0.5	0.7	12.6	5.7	16.9	0.4	-18.2	97.0	-0.5
> CC(=O)NCCCOc1ccc([N+](=O)[O-])cc1Cl
→ -5.5	1.9	-3.1	4.0	-3.1	-13.9	0.6	-3.7	94.0	0.2
> CC(=O)Nc1ccc(S(=O)(=O)N2CCCCC2c2cccnc2)cc1 (stereo unspecified)
→ 0.4	0.9	11.6	0.7	-6.5	-5.1	-0.3	2.3	99.0	-0.2
> NC(=O)CSc1nnc(-c2ccc(S(=O)(=O)N3CCCC3)cc2)o1
→ 3.7	0.8	-5.4	0.7	nt	-7.4	0.4	-5.5	91.0	-0.2
> CC1C(=O)N(Cc2cn(Cc3ccco3)nn2)CCS(=O)(=O)N1Cc1ccc(-c2cccc(N(C)C)c2)cc1 (stereo unspecified)
→ -20.0	-3.4	6.4	-7.7	-7.1	-3.6	0.3	2.5	96.0	-0.2
> CCCC(c1nnnn1CS(=O)(=O)c1ccc(C)cc1)N1CCC(C(N)=O)CC1 (stereo unspecified)
→ -1.7	0.9	-1.9	6.1	-12.3	-3.3	-0.4	-10.5	91.0	-0.2
> O=C(Nc1ccccc1)c1cn(CCBr)cn1
→ -6.8	-9.0	-4.7	5.0	2.3	-4.5	0.5	17.1	99.0	0.0
> CC(C)OCCCN1CC(=O)N2[C@@H](Cc3c([nH]c4ccccc34)C2(C)C)C1=O
→ 1.2	2.3	-10.4	-1.0	-7.5	-4.5	0.3	-0.8	101.0	0.1
> Cc1cc(C)cc(NC(=O)c2ccc(CN3CCc4ccccc4C3)cc2)c1
→ -7.8	-3.8	14.4	4.1	1.8	-20.0	-0.7	-0.3	103.0	0.4
> CC(C)Sc1nc2c(c(=O)n(C)c(=O)n2C)n1C
→ 7.8	1.3	3.0	1.3	3.2	-6.6	-1.6	0.6	100.0	0.1
> CCc1ccccc1NC(=O)C1=CN2CCS(=O)(=O)N=C2C=C1
→ 9.7	-0.4	-0.9	5.8	0.7	-6.4	0.4	-7.4	98.0	-0.1
> FC(F)(F)c1cccc(-c2cc3ccccc3nc2N2CCCC2)c1
→ -21.9	-1.9	4.8	-4.5	nt	-7.8	1.8	1.8	101.0	0.2
> Oc1c(C=C2N=c3ccccc3=N2)sc(=S)n1-c1ccccc1
→ 1.0	1.0	-3.2	-0.1	-6.0	-1.6	-1.9	2.8	107.0	-0.2
> O=C(Nc1nc2c(s1)CCCC2)C1CCCN1C(=O)c1cccs1 (stereo unspecified)
→ -9.7	0.2	-1.1	0.4	-8.3	-6.2	-0.3	6.1	99.0	-0.1
> COc1ccc(N(Cc2cc3cccc(C)c3[nH]c2=O)C(=O)C2CCCO2)cc1 (stereo unspecified)
→ 1.0	-0.3	-0.2	-0.6	4.8	8.3	0.4	0.8	95.0	0.2
> Cc1[nH]n(-c2ccccc2)c(=O)c1C=Nc1cnc2ccccc2c1
→ 18.0	2.4	2.1	4.6	-2.5	-4.7	-3.7	-1.9	95.0	-0.1
> COc1cccc(N2CCN(S(=O)(=O)c3ccc(CN4C(=O)c5cccnc5C4=O)cc3)CC2)c1
→ -2.5	3.8	1.8	-1.8	31.7	-2.6	-0.1	5.3	99.0	-0.2
> CC(C)CCn1c(=O)c(C(=O)N/N=C/c2cccc(F)c2)c(O)c2ccccc21
→ 2.4	-0.9	-3.4	-1.0	1.0	-4.6	0.0	-4.9	99.0	1.2
> Cc1onc(-c2ccccc2Cl)c1C(=O)N1CCCCC1C (stereo unspecified)
→ -2.3	0.3	-6.9	-3.0	9.6	-4.9	0.1	-1.6	98.0	-0.1
> O=C(CNc1ccc(F)cc1)N/N=C1\CCCc2ccccc21
→ -10.6	2.0	3.4	0.1	2.3	-4.6	-0.6	9.4	97.0	0.3
> Cc1noc(NS(=O)(=O)c2ccc(N/C=C\C(=O)c3ccc4c(c3)OCO4)cc2)c1C
→ -7.4	0.7	-11.7	2.3	6.7	-10.1	-2.3	-1.1	103.0	-0.3
> CN1CCN(C(=O)c2ccc3c(c2)NC(=O)C(C)(C)O3)CC1
→ 3.3	2.9	-5.7	1.1	-3.3	-6.1	0.3	0.1	98.0	-0.2
> COc1cccc(C(=O)N/N=c2/oc3ccccc3cc2C(N)=O)c1
→ 34.0	0.5	-7.6	1.9	9.0	-16.8	1.1	11.3	96.0	0.0
> Cn1c(=O)cc(SCC(=O)NCC2CCCO2)c2ccc(Cl)cc21 (stereo unspecified)
→ 0.3	2.3	-8.1	-5.1	-1.3	-5.2	-1.1	-1.2	91.0	1.0
> COc1ccc(CC2(CO)CCN(Cc3cnn(-c4ccccc4)c3)CC2)cc1
→ 1.6	-1.5	0.6	-1.5	-1.1	-4.0	-2.9	5.2	97.0	1.4
> CCCCN1C(=O)C(CC(=O)NC2CC2)CC(C(=O)N2CCOCC2)=C1C (stereo unspecified)
→ 7.8	1.7	0.9	-1.2	-3.9	-2.4	8.2	4.5	103.0	0.1
> CCCCNC(=O)C1CCCNC1=O (stereo unspecified)
→ -2.1	0.9	4.9	0.4	-13.0	nt	0.9	6.2	94.0	0.5
> COc1ccc2c(c1)c(C(=O)N/N=C/c1cn(C)c3ccccc13)c(C)n2C
→ -0.6	2.2	1.4	-5.1	1.8	0.8	0.9	3.5	99.0	0.3
> CC1=C(C(=O)Nc2ccccc2)C(c2ccc(C)o2)n2c(s/c(=C\c3ccco3)c2=O)=N1 (stereo unspecified)
→ 12.7	-0.5	-3.3	0.2	-3.4	-4.9	-1.8	-0.8	95.0	-0.2
> COc1ccc(/C=C/C(=O)OCc2csc(-c3ccccc3)n2)cc1OC
→ -0.6	1.3	0.1	2.3	6.3	-2.7	-1.1	-9.0	103.0	-0.3
> CCOc1ccc(N=c2oc3cc(O)ccc3cc2C(=O)NCC2CCCO2)cc1 (stereo unspecified)
→ -2.8	1.5	-1.3	0.5	-9.9	22.9	-0.2	0.4	100.0	-0.6
> Cc1nn(-c2ccccc2)c2c1C(c1ccc(F)cc1F)C(C#N)=C(N)O2 (stereo unspecified)
→ 1.3	-1.4	1.1	-2.9	2.2	-3.4	-2.0	7.0	99.0	-0.1
> Cc1c(C#N)c(N)nc2c3c(sc12)NC(=O)CC3c1ccc(F)cc1 (stereo unspecified)
→ 36.7	8.5	-1.7	4.7	-4.0	-2.7	0.2	-2.6	103.0	0.1
> Cc1ccc(NC(=O)CC(=O)c2ccc([N+](=O)[O-])cc2)cc1S(=O)(=O)Nc1cccc(Cl)c1
→ -24.2	-6.8	-9.4	2.5	1.0	-2.6	-2.1	3.1	94.0	-0.2
> COc1ccc(-c2csc(Nc3ccccn3)n2)cc1OC
→ 0.0	-7.1	-8.6	-0.9	-12.4	-4.7	1.0	-8.7	100.0	-0.1
> CCOC(=O)Cn1c2c(c(=N)c3ccccc31)CCC2
→ -0.8	1.8	-0.4	1.7	-0.8	-5.0	-0.4	0.7	103.0	0.0
> O=C(Cc1ccccc1)NCC1CCCO1 (stereo unspecified)
→ 10.6	1.4	14.0	2.0	10.7	-4.2	1.2	-0.5	97.0	0.1
> CCOc1ccccc1C(=O)N(CCC(=O)OC)c1ccccn1
→ 1.3	1.8	-6.2	1.9	0.4	0.5	3.4	-1.5	87.0	0.1
> COc1ccc(Br)cc1-c1nc(CCl)cs1
→ 0.7	0.5	-1.5	-2.8	nt	-2.8	-0.5	-0.9	100.0	0.6
> c1ccc(COc2ccc(OCCCN3CCCCC3)cc2)cc1
→ 1.2	-8.1	-1.7	0.3	nt	-4.4	-3.0	-0.2	97.0	1.6
> CCOC(=O)c1csc(CCNC(=O)c2ccccc2)n1
→ 0.9	-0.4	-1.2	0.2	0.0	-5.9	-1.8	17.3	100.0	-0.1
> O=C(C/C(=N\NC(=O)c1ccccc1Br)C(F)(F)F)c1cccs1
→ -9.4	-1.3	6.8	-0.7	-2.5	-4.7	-1.6	-2.2	102.0	-0.1
> CCOc1ccc(N2C(=O)C3CCCN3C2=O)cc1 (stereo unspecified)
→ 1.4	-0.2	-3.5	4.3	4.6	nt	1.2	1.8	105.0	0.3
> Cn1c(CCN2CCN(c3ccccn3)CC2)nc2cc(NC(=O)COc3ccccc3)ccc21
→ 5.0	-5.9	-1.2	-8.1	-1.4	-14.4	0.1	9.3	105.0	0.2
> COCCCN1C(=O)C(O)=C(C(=O)c2ccco2)C1c1ccccc1 (stereo unspecified)
→ -0.3	2.0	-1.3	4.1	-0.4	nt	1.6	0.9	116.0	0.1
> CNC(=O)C1CCN(S(=O)(=O)c2c(C)noc2/C=C/c2cccc(OC)c2)CC1
→ -5.1	0.1	nt	2.8	-0.3	-2.2	-1.7	0.2	98.0	0.0
> COc1cc(NC(=O)CCc2nnc3ccc(N4CCN(c5cccc(OC)c5)CC4)nn23)cc(OC)c1
→ -1.1	1.5	-1.2	7.6	0.0	-2.6	-0.3	12.2	99.0	1.2
> CC(C)(C)C(c1nc2ccccc2[nH]1)n1c(-c2cc(Cl)cc(Cl)c2)nc2ccccc21 (stereo unspecified)
→ nt	nt	nt	9.5	nt	-11.0	nt	17.1	nt	0.0
> CCN(CC)S(=O)(=O)c1ccc(Cl)c(C(=O)NC2CCCC2)c1
→ 3.5	0.0	1.9	-3.7	-10.2	-5.1	-1.4	-1.1	105.0	0.2
> CSc1nnc(Cc2ccc3c(c2)OCO3)o1
→ -4.7	0.2	-9.4	0.4	19.1	-5.4	-1.8	-0.8	96.0	-0.1

# High-throughput results (PubChem BioAssay)
